Screens: PubChem, National Center for Advancing Translational Sciences (NCATS)
IMPase inh = IMPase inhibition in cells | P97697 | CHO-M1 cells, IP1 accumulation, HTRF TR-FRET ratio | inhibition (IP1 accumulation), % at 46.1 µM | 120,000 tested, under 10 active | AID 901; active = well fitted curve in the direction sought with a large enough effect in the signal ratio, not every such curve was filed as active; inconclusive = small, poorly fitted or top-dose-only effect, or a change in a side signal; inactive = no such curve, though single readings can be large or run the other way; the % refers to the signal ratio;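 also: cells stimulated with carbachol in lithium chloride buffer; plate controls were DMSO basal wells for no effect and reference inhibitor wells for full effect; higher means more IMPase inhibition seen as more IP1 and lower FRET ratio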
Target sequence (P97697 whole entry, looked up): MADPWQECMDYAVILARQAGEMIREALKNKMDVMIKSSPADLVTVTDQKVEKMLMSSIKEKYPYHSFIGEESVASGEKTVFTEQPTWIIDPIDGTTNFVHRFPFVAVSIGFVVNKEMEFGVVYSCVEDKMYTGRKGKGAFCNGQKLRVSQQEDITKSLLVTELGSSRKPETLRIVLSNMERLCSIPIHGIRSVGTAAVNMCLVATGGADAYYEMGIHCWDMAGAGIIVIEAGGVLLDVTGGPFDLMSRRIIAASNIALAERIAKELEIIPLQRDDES
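CHO-M1 cells (CHO stably expressing M1 receptor), compound up to 46 uM final, stimulated with carbachol (50 uM as added) in buffer with 50mM LiCl, pH 7.4, 30 min at 37C. Cytosolic IP1 read by TR-FRET; AC50 from Hill fits.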
12-hLO inh = 12-hLO (ALOX12) enzyme inhibition. 0.12% of 150,000 active. purified 12-hLO, xylenol orange hydroperoxide absorbance. P18054. Potency, µM (highest dose often 57.1 µM), for inactives: at the highest dose activity change, negative = inhibition, hits mostly inhibitors; also: potency is read from the fitted curve at half-maximal effect; nearly all actives have a fitted effect of over 55% in size; many of its hits are not listed in these tables
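Hydroperoxide formation by human 12-lipoxygenase from 40 uM arachidonic acid was followed colorimetrically via ferric-xylenol orange complex, using the 573/405 nm absorbance ratio. Enzyme concentration was 150 nM, with 30 min reaction at room temperature.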
ALOX15B inhib = blocks human 15-lipoxygenase 2 activity; purified 15hLO-2, xylenol orange hydroperoxide absorbance; Potency, µM (highest dose often 57.1 µM), for the others: at the top dose activity change, negative = inhibition, most hits filed as inhibitors; 0.56% of 110,000 active; also: potency is read from the fitted curve at half-maximal effect; nearly all actives have a fitted effect of over 60% in size; many of its hits are not listed in these tables
Target sequence (O15296 whole entry, looked up): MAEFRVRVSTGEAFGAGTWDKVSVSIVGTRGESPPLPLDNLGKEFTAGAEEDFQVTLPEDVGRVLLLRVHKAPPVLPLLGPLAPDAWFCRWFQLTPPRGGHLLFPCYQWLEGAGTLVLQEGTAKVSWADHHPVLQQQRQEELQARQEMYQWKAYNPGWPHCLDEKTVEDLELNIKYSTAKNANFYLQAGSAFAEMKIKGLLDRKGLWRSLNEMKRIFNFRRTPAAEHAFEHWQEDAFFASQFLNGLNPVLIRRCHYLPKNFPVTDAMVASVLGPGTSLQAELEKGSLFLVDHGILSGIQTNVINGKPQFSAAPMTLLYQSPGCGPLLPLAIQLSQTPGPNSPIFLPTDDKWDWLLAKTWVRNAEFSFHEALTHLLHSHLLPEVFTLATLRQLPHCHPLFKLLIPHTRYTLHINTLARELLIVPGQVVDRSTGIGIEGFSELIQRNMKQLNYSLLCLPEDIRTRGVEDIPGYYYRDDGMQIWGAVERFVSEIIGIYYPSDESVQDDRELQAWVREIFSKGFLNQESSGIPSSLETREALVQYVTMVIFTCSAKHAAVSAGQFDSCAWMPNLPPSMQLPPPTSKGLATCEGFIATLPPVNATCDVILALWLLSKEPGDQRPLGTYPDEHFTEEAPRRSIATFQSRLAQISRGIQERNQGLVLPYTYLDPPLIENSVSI
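Enzyme 50 nM, AA 45 uM, 25 mM Hepes pH 7.5 + 0.01% Triton X-100; cpd preinc 15 min RT, rxn 90 min RT; stop/detect with 200 uM XO + 300 uM Fe(II) in 50 mM H2SO4, 30 min; A573/A405.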
PNC assembly inh = blocks assembly of the perinucleolar compartment | PC3M PTB-GFP, PNC prevalence imaging, 16 h; active compounds read low | 3.1% of 140,000 active | activity change (PNC), negative = inhibition, % at 10 µM | AID 2417;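 active = readout at or below -70, meaning at least 70% loss of cells showing the perinucleolar compartment, a nuclear body marking cancer cells; inconclusive = readout between -30 and a set limit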;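 also: plate controls were DMSO wells for no effect and camptothecin positive control wells for full effect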
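PC3M cells stably expressing PTB-GFP, 750–1000 cells/well, treated 16 h at 37 °C with compound (23 nl of library stock), in duplicate. After paraformaldehyde fixation and Hoechst stain, imaged at 20x; PNC prevalence scored by image analysis.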
Active calls of the source: *; ? = inconclusive; / = no result given; [ ] = remark or other dose. Unless noted, calls follow the shape of the dose curve; as a rule, active = well fitted curve in the direction sought with a large enough effect; inconclusive = small, poorly fitted or top-dose-only effect, or another doubt; inactive = no such curve, though single readings can be large; an effect the other way counts as inactive or inconclusive. Unless noted, % is scaled to controls: 0 for no effect and ±100 for the full control effect.

IMPase inh | 12-hLO inh | ALOX15B inhib | PNC assembly inh | molecule
0 | 2% | 6% | 6 | CNC(=O)CN(c1cc(C)ccc1OC)S(=O)(=O)c1ccc(C)cc1
-2 | 1% | / | 42 | CCCCNC(=O)Cn1c(=O)n(C)c2ccccc21
4 | -17% | -19% | 46 | CCOC(=O)C1=C(C)Nc2sc(C(=O)c3ccc(Br)cc3)c(N)c2C1c1ccc(C(=O)OC)cc1 (stereo not given)
/ | 3% | / | ? | O=c1cc(-c2ccc([N+](=O)[O-])cc2)nc2cc(-c3ccc(Cl)cc3)[nH]n12
1 | -3% | 7% | 25 | CCCNC(=O)c1cnc(Sc2ncc(C(F)(F)F)cc2Cl)n1C
3 | -3% | / | 16 | CCSc1nnc(Cn2c(=O)sc3ccccc32)n1C
/ | 3% | / | 17 | CC(C)Sc1nc2ccc(N3C(=O)C4CCCCC4C3=O)cc2s1 (stereo not given)
1 | -8% | 22% | 19 | Cc1ccc2[nH]c3c(c2c1)CCc1cn[nH]c1-3
4 | 4% | 3% | 66 | COc1ccc2c(c1)C(=O)CC(c1ccccc1F)O2 (stereo not given)
14 | 5% | 2% | -6 | CC(=O)OCc1cc(=O)n(C)c(=O)n1C
5 | 0% | 5% | 19 | CC1CCN(C(=O)CSc2nc(N)cc(N)n2)CC1
/ | 2% | / | 4 | Clc1ccc(Cn2nc(-c3ccccc3)nc2-c2ccccc2)cc1
-4 | 1% | -10% | -14 | Cc1ccc(-c2nc(C)sc2CC(=O)O)cc1
-4 | 0% | 7% | -98* | COc1ccc(N2CC(C(=O)NCc3cccnc3)CC2=O)cc1 (stereo not given)
5 | 4% | -2% | 8 | O=C(COC(=O)CCS(=O)(=O)c1ccc(Cl)cc1)NC1CCCCC1
/ | -6% | / | 11 | O=C(O)c1ccc(N/N=C/c2cccc(F)c2)cc1
7 | -10% | -10% | ? | C#CCn1c(S(=O)(=O)Cc2ccc(C)cc2)nc(-c2ccccc2)c1-c1ccccc1
12 | 1% | 21% | / | Clc1cccc(C=NC=Nc2cccc(Cl)c2)c1
10 | 0% | 17% | 26 | Cc1cc(C)n(-c2nc(SCC(=O)N3CCCC3)c3c4c(sc3n2)CCCC4)n1
-2 | 13% | -5% | 17 | O=C1CCc2cc(S(=O)(=O)N3CCC(C(=O)NCc4ccccc4Cl)CC3)ccc2N1
4 | -8% | -1% | -11 | CCc1ccc(S(=O)(=O)NCc2csc(-c3ccccc3)n2)s1
? | -12% | -3% | -30 | O=C(NC1CCCCCCC1)c1ccc2c(c1)N(Cc1ccc(F)cc1)C(=O)CS2=O (stereo not given)
/ | -1% | / | ? | C#CCCCc1nc2ccccc2c(=O)n1N
13 | 2% | / | -16 | COc1ccc(CCNC(=O)CCCn2c(=O)[nH]c3cc(OC)c(OC)cc3c2=O)cc1OC
/ | 3% | / | 23 | O=C1[C@@H]2[C@@H]3C[C@@H]([C@H]4ON=C(c5ccc(Cl)cc5Cl)[C@@H]34)[C@@H]2C(=O)N1C1CCCCC1
12 | -1% | 4% | 62 | Cc1ccc(S(=O)(=O)N(CC(=O)N2CCC(C)CC2)c2cccc(C)c2)cc1
1 | -7% | 0% | -7 | Cc1ccc(CNC(=O)CS(=O)CC(=O)O)cc1 (stereo not given)
2 | -5% | / | ? | Cc1ccc(N2N=C(c3ccc(Br)cc3)CCC2=O)cc1
-5 | -7% | -5% | -106* | O=C(Cc1ccc(-n2cccc2)cc1)NCc1cccs1
0 | -3% | 25% | ? | COc1cccc(C(O)c2cnc(C(C)C)n2C)c1OC (stereo not given)

Taken from above:
Clc1cccc(C=NC=Nc2cccc(Cl)c2)c1 in IMPase inh has 12
O=C(NC1CCCCCCC1)c1ccc2c(c1)N(Cc1ccc(F)cc1)C(=O)CS2=O (stereo not given) in ALOX15B inhib has -3%

More compounds.
IMPase inh | 12-hLO inh | ALOX15B inhib | PNC assembly inh | molecule
-1 | -1% | / | ? | CN(c1ccc(C(=O)Nc2ccccc2C(=O)N2CCOCC2)cc1)S(C)(=O)=O
-1 | 2% | 7% | 11 | CCCN1CCN(C(=O)c2cc3c(s2)-c2ccccc2S(=O)(=O)C3)CC1
/ | 0% | / | ? | COc1ccc(CCC(=O)Nc2ccc(C)c([N+](=O)[O-])c2)cc1
9 | 0% | 0% | 50 | CC(=O)c1n[nH]nc1NC(=O)c1ccccc1
19 | -7% | -3% | -5 | CCC(C)COC(=O)C(C#N)c1nc2ccccc2nc1N1CCCCC1 (stereo not given)
/ | 3%[11.4 µM] | 0%[11.4 µM] | / | C[C@@H]1C[C@H](C)CN(S(=O)(=O)c2cc(Cl)c(Oc3ccc([N+](=O)[O-])cc3Cl)c(Cl)c2)C1
-11 | 1% | 7% | 33 | Cn1nc(C(F)(F)F)c(C#N)c1N1CCN(c2ccccc2F)CC1
0 | 6% | 11% | / | O=C(O)Cc1ccc(O)c(O)c1
-2 | -4% | 3% | 15 | CC(C)(C)NC(=O)CN(C(=O)CS(=O)CC(=O)Nc1ccc(F)cc1)c1ccccc1 (stereo not given)
/ | 0% | / | ? | Cc1ccc(C)c(N(CC(=O)Nc2ccc(-c3nc4ccc(C)cc4s3)cc2)S(C)(=O)=O)c1
-6 | 1% | 9% | 33 | O=c1c2ccccc2nc(-c2ccccc2)n1CCCn1ccnc1
3 | -9% | 8% | 20 | COc1ccc(OC)c(NC(=O)CN(c2ccc(C(C)C)cc2)S(=O)(=O)c2c(C)noc2C)c1
-5 | 6% | 0% | 18 | CC(C)(C)C(=O)N1CCCC1C(=O)O (stereo not given)
-7 | -16% | -4% | -5 | COc1ccc2nc(NC(=O)c3ccc4ncsc4c3)sc2c1
2 | 3% | 14% | 16 | OC(CNCCc1ccccc1)c1ccccc1 (stereo not given)
-6 | -25% | ? | 4 | CCCCOC1(c2ccccc2)NC(=S)NN=C1c1ccccc1 (stereo not given)
2 | 0% | -1% | 52 | CC(Sc1nnc2ccccn12)C(=O)N1CCc2ccccc2C1 (stereo not given)
11[1.84 µM] | -7% | -20%[11.4 µM] | -83* | O=C(c1ccc(Cn2cc(Br)cn2)o1)n1cccn1
7 | -4% | -11% | 1 | CCOC(=O)c1sc(NCCNc2nc(C)c(C(=O)OCC)s2)nc1C
/ | -2% | / | 24 | Cc1ccc(C(=O)CNc2ccc(F)cc2)cc1
0 | 4% | 3% | -10 | CC(C)[C@H](N)c1nnc(SC/C=C/c2ccccc2)o1
/ | 2% | 1% | / | COC(=O)c1ccc(C(NC(=O)OCc2ccccc2)/C(C)=C/[C@@H](C)C(=O)N[C@@H](CO)Cc2ccccc2)cc1 (stereo not given in full)
-17 | -17% | 1%[2.29 µM] | ? | Cc1ccc2cc(C#N)c(N3CCCC3)nc2c1C
10 | 3% | 14% | 7 | CCOc1ccccc1C(=O)n1nc2nc(C)cc(C)c2c1N
/ | -7% | / | -82* | CCOC(=O)N1CCN(S(=O)(=O)c2ccc(C(=O)Nc3nnc(CC)o3)cc2)CC1
7 | 0% | -9% | 17 | N#CN(CC(N)=O)c1nc(N2CCCCC2)nc(N2CCCCC2)n1
9 | 0% | -3% | ? | Cc1ccc(N(CC(=O)O)S(C)(=O)=O)cc1Cl
8 | -8% | -1% | 9 | O=C(C1CCC(=O)N1C1CCCCC1)N1CCN(c2ccc(F)cc2)CC1 (stereo not given)
-5 | 6% | 4% | ? | COc1ccc(S(=O)(=O)NC(CC(=O)NCc2ccco2)C(C)C)cc1 (stereo not given)
/ | -4% | / | 5 | Cc1ccc(S(=O)(=O)N2CCCC2)cc1[N+](=O)[O-]

Some entries already given, showing only IMPase inh, ALOX15B inhib and 12-hLO inh.
structure | IMPase inh | ALOX15B inhib | 12-hLO inh
Cc1ccc(C(=O)CNc2ccc(F)cc2)cc1 | / | / | -2%
CC(C)[C@H](N)c1nnc(SC/C=C/c2ccccc2)o1 | 0 | 3% | 4%

Carrying on.
IMPase inh | 12-hLO inh | ALOX15B inhib | PNC assembly inh | molecule
7 | -3% | -5% | 7 | CCN(CC)S(=O)(=O)c1ccc2c3c(cccc13)C(=O)N2
6 | -1% | 23% | 13 | Cn1c(C(C#N)C(=O)Cc2cccc3ccccc23)nc2ccccc21 (stereo not given)
-3 | -6% | 5% | -13 | CCOC(=O)C1CCCN(C(=O)CC(C)c2ccccc2)C1 (stereo not given)
1 | 1% | 6% | 35 | Cc1nc(SCC(=O)Nc2ccc(F)cc2)c(C#N)c(C)c1CC(=O)c1ccc(Br)cc1
1 | 5% | / | 10 | CCn1c(C)nc2cc(C(=O)NNC(=O)CCC3CCCC3)ccc21
-8[1.84 µM] | 5% | 8%[11.4 µM] | -6 | NC(=O)C1CCN(CC(=O)c2c[nH]c3ccc(F)cc23)CC1
-2 | -3% | -7% | 4 | CC(=O)Nc1ccc(NC(=O)COC(=O)c2ccc(C)s2)cc1
10 | -8% | 2% | ? | Cc1nn(Cc2ccc(Cl)cc2)c(C)c1NC(=O)c1noc2c1CCCCC2
9 | 1% | -5% | 37 | Cc1ccc(-n2nnnc2SCC(=O)Nc2ccc3c(c2)COC3=O)cc1C
2 | -7% | -1% | -7 | COc1ccccc1OC(=O)C1CC(=O)N(c2ccc(Cl)cc2)C1 (stereo not given)
-2 | 3% | 1% | 0 | Cc1cc(C(=O)NCc2cccnc2)n(-c2ccccc2)n1
7 | -8% | 6% | 11 | CSc1ccccc1-n1nnnc1SCC(=O)Nc1cc(C)ccc1C
/ | -1% | / | 25 | N#Cc1ccc(N2C(=O)[C@@H]3C(C(=O)C(c4ccccc4)c4ccccc4)=NN[C@@H]3C2=O)cc1
-4 | -2% | -6% | -127* | COc1ccc(N(C(=O)CNC(=O)c2ccco2)C(C(=O)NC2CCCCC2)c2ccco2)cc1 (stereo not given)
-3 | 0% | -16% | -8 | Cn1c(=O)n(C)c2cc(/C=C3/NC(=O)N(Cc4ccccc4)C3=O)ccc21
5 | 4% | / | 4 | COc1cc2c(cc1NC(=O)c1cc(-c3ccncc3)nc3ccccc13)oc1ccccc12
0 | 0% | / | 284 | CC1CC1C(=O)NCCc1ccc(Cl)cc1 (stereo not given)
-3 | -1% | 17% | ? | O=C(O)C1CSC2c3ccccc3C(=O)N12 (stereo not given)
13 | -7% | -11% | ? | N#CC1=C(N)N2C(=C(C#N)C13CCCCC3)SC1CCCCC12O (stereo not given)
21 | 7% | 4% | 18 | COCCNC(=O)CSc1nc(-c2ccccc2)c(-c2ccccc2)o1
-3 | -5% | / | -21 | O=C(CCCN1C(=O)c2ccccc2C1=O)Nc1cccnc1
5 | -2% | -6% | -2 | O=C(COC(=O)c1cnccn1)c1ccc2c(c1)CCCC2
-1 | -2% | -1% | 3 | CCOC(=O)C1CCN(C(=O)CNS(=O)(=O)c2cccs2)CC1
-13 | -1% | / | -28 | Cc1ccccc1OCC(=O)NNC(=O)CN1C(=O)c2ccccc2C1=O
7 | -1% | 45%[activator] | ? | Clc1cccc(N2CCN(CCNc3nc4ccccc4n4cnnc34)CC2)c1
-12 | 3% | -13% | 18 | Cc1ccc(NCc2nnc3n2CCCCC3)cc1
/ | -3%[11.4 µM] | -2%[11.4 µM] | / | C=CCNS(=O)(=O)c1ncnc2nc[nH]c12
10 | 10% | -1% | 12 | O=C(COc1ccc(S(=O)(=O)NCc2ccccc2)cc1)NCC1CCCO1 (stereo not given)
10 | -27% | -25% | -25 | Cc1oc(-c2ccccc2)cc1C(=O)Nc1cccc2ccccc12

PNC assembly inh: entries above that show a hit
IMPase inh | 12-hLO inh | ALOX15B inhib | PNC assembly inh | molecule
-4 | 0% | 7% | -98* | COc1ccc(N2CC(C(=O)NCc3cccnc3)CC2=O)cc1 (stereo not given)
-5 | -7% | -5% | -106* | O=C(Cc1ccc(-n2cccc2)cc1)NCc1cccs1
11[1.84 µM] | -7% | -20%[11.4 µM] | -83* | O=C(c1ccc(Cn2cc(Br)cn2)o1)n1cccn1
/ | -7% | / | -82* | CCOC(=O)N1CCN(S(=O)(=O)c2ccc(C(=O)Nc3nnc(CC)o3)cc2)CC1
-4 | -2% | -6% | -127* | COc1ccc(N(C(=O)CNC(=O)c2ccco2)C(C(=O)NC2CCCCC2)c2ccco2)cc1 (stereo not given)

An excerpt, so the mix of outcomes need not match the whole.
